SK-BR-3 tox 24h: SK-BR-3 proliferation inhibitors | viability, % at 10 µM | 41,000 tested, 0.47% active | AID 847 | SK-BR-3 viability, CellTiter-Glo ATP luminescence, 24 h; active compounds read low;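 active = viability at or below the median of all test compounds minus 3 SD, in both replicates if run twice, cut at about 45% in these data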;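 also: 100% = median untreated cell wells and 0% = median positive control drug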
An asterisk follows results filed as active. Not all compounds are listed; rates above refer to the full screens.

SMILES,SK-BR-3 tox 24h
COCC(=O)Nc1nc2n(n1)C(c1ccccc1)CC(c1ccc(OC)cc1)N2 (stereo not given),111
CCc1ccc(NC(=O)CS(=O)CC(=O)NCC2OCCc3ccccc32)cc1 (stereo not given),77
COC(=O)c1ccc(Cn2cnc3c(sc4nc(N5CCOCC5)c5c(c43)CCCC5)c2=O)o1,86
CCOCc1nc(N)[nH]c(=O)c1Cc1ccc(OC(C)C)cc1,119
CCCC(=O)NCCCCNC(=O)CCC,91
CC(C)OC(=O)CC1=NC(=O)CS1,85
CCN1CCN(c2ncc(C(=O)Nc3cc(Cl)ccc3OC)c3ccccc23)CC1,33*
CC(C)=C(NC(=O)c1ccccc1)C(=O)NCCCC(=O)O,110
C=CCn1c(SCc2nc3ccccc3[nH]2)nnc1-c1ccncc1,80
Cc1ccc(S(=O)(=O)N(C)Cc2nc(-c3ccccn3)no2)cc1,86
COc1cc(-c2nc3cnccc3n2C)cc(OC)c1OC,98
Cc1occc1C(=O)Nc1cccnc1,97
CSc1nc2c(c(=O)n1Cc1ccccc1)SC(C)C2 (stereo not given),83
CC1(C(=O)CSc2nc3ccccc3s2)CCC(=O)O1 (stereo not given),86
CC(=O)c1c(N)nc2n(c1=O)CCCCC2,88
C=CCn1c(C)cc(C(=O)CSc2nnc(-c3cccc(S(=O)(=O)N(CC)CC)c3)o2)c1C,65
COc1ccc2cc(C(c3nnnn3C(C)(C)C)N3CCc4ccccc4C3)c(=O)[nH]c2c1 (stereo not given),90
CCOC(=O)Cc1csc(NC(=O)c2cnc3scc(C)n3c2=O)n1,99
O=C(C1CCCO1)N1CCN(c2c3c(nc4cc(-c5ccc(F)cc5)nn24)CCC3)CC1 (stereo not given),83
O=C1CC(C(=O)O)c2ccccc2N1 (stereo not given),84
CCOC(=O)c1ccc(N2C(=O)c3n[nH]c(C)c3C2c2ccc(OC)c(OC)c2)cc1 (stereo not given),89
Cc1cc(=O)oc2cc(OCC(=O)N3c4ccccc4CC3C)ccc12 (stereo not given),75
COc1ccc(NC(=O)CCc2nc(-c3ccc(C)cc3)no2)c(OC)c1,93
Cc1cc(C)c(C(=O)OCCNC(=O)c2cccnc2)cc1C,87
CCOC(=O)C1=C(N)n2c(s/c(=C\c3cccnc3)c2=O)=C(C#N)C1c1cccnc1 (stereo not given),85
CN(C)c1ccc(NC(=O)CSCc2nc3c(nnn3Cc3ccc(F)cc3)c(=O)[nH]2)cc1,89
O=C(CSc1ncnc2nc[nH]c12)N1CCOCC1,81
CCCCOC(=O)C1=C(C)Nc2ncnn2C1c1ccc(OC)c(OC)c1 (stereo not given),99
Oc1ccc2c(c1)oc1cc(O)ccc12,96
Clc1ccc(SCCCCn2cncn2)cc1,86

In a second layout: entries from further up
> COCC(=O)Nc1nc2n(n1)C(c1ccccc1)CC(c1ccc(OC)cc1)N2 (stereo not given)
  SK-BR-3 tox 24h: 111
> CCc1ccc(NC(=O)CS(=O)CC(=O)NCC2OCCc3ccccc32)cc1 (stereo not given)
  SK-BR-3 tox 24h: 77
> COC(=O)c1ccc(Cn2cnc3c(sc4nc(N5CCOCC5)c5c(c43)CCCC5)c2=O)o1
  SK-BR-3 tox 24h: 86
> CCOCc1nc(N)[nH]c(=O)c1Cc1ccc(OC(C)C)cc1
  SK-BR-3 tox 24h: 119

Other compounds follow.
SMILES,SK-BR-3 tox 24h
COc1ccccc1NC(=O)CSc1nnc(C)o1,94
CC(=O)N(Cc1cc2cc(C)c(C)cc2n2nnnc12)CC1COCCO1 (stereo not given),94
O=C(Nc1cccc(C(F)(F)F)c1)C1C2CC3OC(=O)C1C3C2 (stereo not given),84
Cc1ccc(Nc2nc(N)nc(CN3CCN(C)CC3)n2)cc1C,106
COc1cccc(CN2CCN(C(=O)c3cccc4ccccc34)CC2)c1OC,83
CCOC(=O)C1=C(N)n2c(s/c(=C\c3ccco3)c2=O)=C(C(=O)OC(C)C)C1c1ccco1 (stereo not given),75
Oc1ccccc1CNn1cnnc1,76
O=C(CN(CC(=O)N1CCOCC1)S(=O)(=O)c1ccc(Br)s1)N1CCOCC1,103
CC(=O)C1=C(O)C(=O)N(c2ccc(Br)cn2)C1c1ccccc1F (stereo not given),89
Cc1c(NC(=O)c2cc(C(C)C)on2)c(=O)n(-c2ccccc2)n1C,89
CC(C)C(OC(=O)c1ccco1)C(=O)NC1CCCCC1 (stereo not given),98
COc1ccc2nc(/N=C(\N)NC(=O)C(C)(C)C)nc(C)c2c1,96
COc1ccccc1NC(=O)CSc1nccc(=O)[nH]1,95
COc1ccc(C2(O)CC3CCC(C2)N3c2cc(C)nc(-c3ccccc3)n2)cc1 (stereo not given),85
O=C(CCCNS(=O)(=O)c1ccc(Br)cc1)N1CC[C@@]2(O)CCCC[C@H]2C1,78
CCS(=O)(=O)c1nc(NC(C)=O)n[nH]1,96
C/C(Nc1ccc(F)cc1)=C(/C#N)C(N)=O,99
CCOc1cccc(NC(=O)Cc2cccs2)c1,84
COc1cccc(-c2nnc3sc(-c4ccc(Cl)cc4)nn23)c1,73
O=C(O)CCc1ccc(-c2ccccc2)n1NC(=O)c1ccco1,90
Cc1cc(C)n(-c2nc3c(c(=O)[nH]c(=O)n3C)n2Cc2ccc(F)cc2)n1,86
COc1ccc(NC(=O)c2ccc(S(=O)(=O)N(C)C)cc2)cc1OC,94
C=C(C)CN1CCN(c2c(CCC#N)c(C)c(C#N)c3nc4ccccc4n23)CC1,85
CCOCCCn1c(=NC(=O)c2cccnc2)c(C(=O)OCC)cc2c(=O)n3ccccc3nc21,93
COc1cc(Br)cc(-c2nc3c(c(=O)[nH]c(=O)n3Cc3ccccc3)n2C)c1O,93
CN(C)S(=O)(=O)c1ccc(C(=O)Nc2cccc(C(=O)O)c2)cc1,91
N#Cc1c(NC(=O)CSc2nc3ccccc3c(=O)n2Cc2ccco2)sc2c1CCCC2,72
COc1ccc(C(=O)CSc2nc3nc(C)cc(C)c3c(=O)[nH]2)cc1OC,87
CCN(CC)CC#CCOC(=O)C(O)(c1ccccc1)C1CCCCC1 (stereo not given),102
CCOC(=O)c1sc(=NC(=O)c2ccc(S(=O)(=O)N3CCOCC3)cc2)n(C)c1C,78

As entered above:
`Cc1cc(C)n(-c2nc3c(c(=O)[nH]c(=O)n3C)n2Cc2ccc(F)cc2)n1` – SK-BR-3 tox 24h: 86
`COc1ccccc1NC(=O)CSc1nccc(=O)[nH]1` – SK-BR-3 tox 24h: 95
`COc1ccc2nc(/N=C(\N)NC(=O)C(C)(C)C)nc(C)c2c1` – SK-BR-3 tox 24h: 96
`COc1ccc(NC(=O)c2ccc(S(=O)(=O)N(C)C)cc2)cc1OC` – SK-BR-3 tox 24h: 94

Next section:
SMILES,SK-BR-3 tox 24h
O=C(NCc1ccco1)c1cc(-c2ccccc2)on1,80
CCOC(=O)C1CCCN(CC(=O)Nc2c(C(=O)OC)[nH]c3ccc(Cl)cc23)C1 (stereo not given),96
O=C(Nc1ccc(Br)cc1Cl)Nn1cnnc1,83
Cc1ccc(-c2n[nH]c(=S)n2C)cc1,110
Cc1cc(NC(=O)c2cc(-c3ccc4c(c3)OCO4)on2)n(-c2ccccc2)n1,89
Cc1cccn2c(=O)c3cc(C#N)c(=N)n(Cc4ccncc4)c3nc12,96
Cc1cc(OC(=O)CNC(=O)OC(C)(C)C)c2c(C)cc(=O)oc2c1,99
Cc1ccc(C(c2sc3nc(C)nn3c2O)N2CCOCC2)cc1 (stereo not given),76
Cc1ccc2[nH]c(=O)c(C(c3nnnn3CC3CCCO3)N3CCc4ccccc4C3)cc2c1 (stereo not given),78
CC(C)CCNC(=O)CN(CCN1CCOCC1)C(=O)Cn1nnc(-c2ccc(F)cc2)n1,115
COc1ccccc1N1CCN(C(=O)CSc2nnc(NC(=O)C3CCC3)s2)CC1,83
CCOc1ccccc1C(=O)NCc1ccco1,118
N#Cc1c(N)nc(N2CCCC2)c(C#N)c1-c1ccc(Cl)cc1,73
Cc1ccc(NC(=O)CCn2c(=O)oc3ccccc32)c(C)c1,93
CCC(=O)Nc1ccc2c(c1)nc1n2CCSC1,110
COc1ccccc1NC(=O)CSc1nnc(-c2ccncc2)n1CC1CCCO1 (stereo not given),109
N#CCCn1c(SCC(=O)NCCc2ccc(F)cc2)nc2ccccc21,71
CCOC(=O)NC(O)C(=O)c1cccs1 (stereo not given),84
O=C(c1cccs1)c1cn(CC(=O)N2CCc3ccccc3C2)c2ccccc12,92
O=C1C2C3C=CC(C3)C2C(=O)N1CCCCN1C(=O)C2C3C=CC(C3)C2C1=O (stereo not given),96
Cc1ccc2nc3c(cc(C(=O)NCCCn4ccnc4)n3C)c(=O)n2c1,90
CC(=O)Nc1ccc(S(=O)(=O)NC(CC(=O)O)c2ccc(OC(C)C)cc2)cc1 (stereo not given),98
COc1cc(OC)c(N(C)C(=O)CCNC(=O)Cn2cnc3ccccc3c2=O)cc1Cl,102
CCOc1ccccc1N1CCN(c2nc3ccccc3nc2C(C#N)C(=O)OC)CC1 (stereo not given),115
Cn1nc(OCC(N)=O)ccc1=O,89
O=C(Nc1nsc(-c2ccccc2)n1)c1ccncc1,81
CC(=O)O[C@]1(C(C)=O)CC[C@H]2[C@@H]3C=C(C)C4=CC(=O)CC[C@]4(C)[C@H]3CC[C@@]21C,94
COc1ccc(-n2ncc3c(NCC(C)C)ncnc32)cc1,104
CCC(C)c1ccc2oc(-c3ccc(NC(=O)Cn4cnc5c(=O)n(C)c(=O)n(C)c54)cc3)nc2c1 (stereo not given),67
O=C(NCc1nc2ncc(Br)cc2[nH]1)c1ccccc1,89

Three consecutive records already listed, for reference:
SMILES,SK-BR-3 tox 24h
COc1ccc(-n2ncc3c(NCC(C)C)ncnc32)cc1,104
CCC(C)c1ccc2oc(-c3ccc(NC(=O)Cn4cnc5c(=O)n(C)c(=O)n(C)c54)cc3)nc2c1 (stereo not given),67
O=C(NCc1nc2ncc(Br)cc2[nH]1)c1ccccc1,89

Further entries follow.
SMILES,SK-BR-3 tox 24h
COc1cc(C(N)=O)ccc1OCc1ccccc1,91
CCOC(=O)c1cnc2c(OC)cccc2c1N1CCN(c2ccc(OC)cc2)CC1,49
N#Cc1c2ncn(CC(=O)c3ccc(Br)cc3)c(=O)c2c2n1CCC2,71
CC(c1ccccc1)n1cc(C(=O)NCc2ccncc2)nn1 (stereo not given),93
CC(C)(C)N1CC(COc2ccccc2)OC1=O (stereo not given),89
Nc1nonc1-c1noc(-c2ccccc2)n1,104
Cc1nc2sc(C(c3ccc(Cl)cc3)N3CCN(c4ccccc4F)CC3)c(O)n2n1 (stereo not given),67
C1CCc2c(nc3nnnn3c2N2CCOCC2)C1,100
CN(C)C(=O)Cn1c(=O)n(C)c2ccccc21,92
O=C(CN1C(=O)c2ccccc2S1(=O)=O)Nc1cccnc1,101
COC(=O)c1cc(=O)nc2sc3ccccc3n12,89
O=C(O)c1cc(=O)cc(C(=O)O)[nH]1,81
c1ccc(Cn2nnnc2C(c2cccs2)N2CCOCC2)cc1 (stereo not given),87
Cc1ccc(S(=O)(=O)N2CCCC(C(=O)N(Cc3cccs3)C3CC3)C2)cc1 (stereo not given),75
COC(=O)C(C(=O)OC)C(C(C)C)C(C(=O)OC)C(=O)OC,100
Cc1cccc(C)c1NC(=O)CSc1nnc([C@H](C)NC(=O)OC(C)(C)C)o1,99
Cn1c(N)c(S(=O)(=O)c2ccc(Br)cc2)c2nc3ccccc3nc21,88
Brc1cccc(-c2n[nH]c(-c3ccccc3)n2)c1,88
COC(=O)CSC1=C(C#N)C(c2ccc(Cl)cc2)C(C(=O)OC)C(=O)N1 (stereo not given),102
Cn1c(=O)c2c(nc(SCc3cccnc3)n2Cc2ccc(F)cc2)n(C)c1=O,107
Cn1c(=O)c2c(nc(Br)n2CC(=O)C23CC4CC(CC(C4)C2)C3)n(C)c1=O,85
CCCOc1ccc(N2C(=O)CC(N3CCN(c4ccccc4F)CC3)C2=O)cc1 (stereo not given),101
COc1cccc(-c2nnc(SCC(=O)Nc3ccc4c(c3)OCCO4)n2Cc2ccco2)c1,79
COc1ccc(OC)c(-n2cnnn2)c1,85
COc1ccc2c(c1)CCc1c(C(=O)N3CCCc4ccccc43)noc1-2,79
Cc1nc(NCC2CCCO2)c2nnn(Cc3ccccc3Cl)c2n1 (stereo not given),93
Cc1cc(NC(=O)CSc2nc(C(C)C)nc3sc(C)c(C)c23)no1,79
CCOc1cc(NC2CS(=O)(=O)CC2O)c(OCC)cc1NC(=O)c1ccccc1 (stereo not given),57
CCCc1noc2c1C(c1ccoc1)C(C#N)=C(N)N2 (stereo not given),103
CC(=O)c1cccc(S(=O)(=O)N2CCN(c3nc4cc(C)cc(C)c4cc3C#N)CC2)c1,93

Continued.
| Structure | SK-BR-3 tox 24h |
| --- | --- |
| CCOc1ccc(CCNC(=O)Cn2c(-c3nonc3N)nc3ccccc32)cc1OCC | 53 |
| COC(=O)C1C(=O)C=C(N2CCOCC2)CC1(C)C (stereo not given) | 86 |
| CN1CCN(CC(=O)Nc2ccc(Cl)cc2Cl)CC1 | 86 |
| CCOc1ccc2c(C)nc(NC3=NC(C)(C)C=C(C)N3)nc2c1 | 70 |
| O=C(CN(Cc1ccccc1)C(=O)c1ccco1)NCc1ccc(F)cc1 | 91 |
| Cc1cc(NC2C3CC4CC(C3)CC2C4)n2nnnc2n1 (stereo not given) | 84 |
| Nc1ccnc(C(F)(F)F)c1C(=O)c1ccccc1 | 85 |
| Cc1occc1-c1nnc(SCC(=O)N2c3ccccc3CCc3ccccc32)n1C | 56 |
| COCC(=O)Nc1ccc(N(C)C)cc1 | 87 |
| CC1CN(S(=O)(=O)c2ccc(NC(=O)CCCN3C(=O)c4ccccc4C3=O)cc2)CC(C)O1 (stereo not given) | 110 |
| CN(C)CCCNc1oc(-c2cccc(Cl)c2)nc1C#N | 67 |
| CC(C)c1nc2sc3c(c2c(=O)o1)CCCC3 | 93 |
| NC(=O)c1ccccc1OCCOCCOCCOc1ccccc1C(N)=O | 128 |
| CCC(C)COC(=O)c1ccc(C(=O)O)cc1 (stereo not given) | 80 |
| CCOC(=O)C1=C(CSc2nc(C)cc(C)c2C#N)OC(N)=C(C#N)C1c1cccs1 (stereo not given) | 101 |
| Cc1cc(N2CCOCC2)n2nc(-c3cccc(F)c3)cc2n1 | 90 |

Some of the entries above, reformatted.
CCOC(=O)C1=C(CSc2nc(C)cc(C)c2C#N)OC(N)=C(C#N)C1c1cccs1 (stereo not given)
  SK-BR-3 tox 24h: 101
Cc1cc(N2CCOCC2)n2nc(-c3cccc(F)c3)cc2n1
  SK-BR-3 tox 24h: 90
